KDM5B inh: KDM5B demethylase inhibition; AID 1347165; actives 2.6% (n = 220,000); Q9UGL1; KDM5B demethylase, FDH-coupled NADH fluorescence (FDH is formaldehyde dehydrogenase); Potency, µM (series often up to 57.7 µM), for inactives: top-dose activity change, negative = inhibition, hits mostly inhibitors; active = well fitted inhibition curve with a large enough effect; inconclusive = small, poorly fitted or top-dose-only effect; inactive = no such curve, though single readings can be large or run the other way; note: 0% is about no effect; nearly all actives have a fitted effect of over 70% in size
Target sequence (Q9UGL1 whole entry, looked up): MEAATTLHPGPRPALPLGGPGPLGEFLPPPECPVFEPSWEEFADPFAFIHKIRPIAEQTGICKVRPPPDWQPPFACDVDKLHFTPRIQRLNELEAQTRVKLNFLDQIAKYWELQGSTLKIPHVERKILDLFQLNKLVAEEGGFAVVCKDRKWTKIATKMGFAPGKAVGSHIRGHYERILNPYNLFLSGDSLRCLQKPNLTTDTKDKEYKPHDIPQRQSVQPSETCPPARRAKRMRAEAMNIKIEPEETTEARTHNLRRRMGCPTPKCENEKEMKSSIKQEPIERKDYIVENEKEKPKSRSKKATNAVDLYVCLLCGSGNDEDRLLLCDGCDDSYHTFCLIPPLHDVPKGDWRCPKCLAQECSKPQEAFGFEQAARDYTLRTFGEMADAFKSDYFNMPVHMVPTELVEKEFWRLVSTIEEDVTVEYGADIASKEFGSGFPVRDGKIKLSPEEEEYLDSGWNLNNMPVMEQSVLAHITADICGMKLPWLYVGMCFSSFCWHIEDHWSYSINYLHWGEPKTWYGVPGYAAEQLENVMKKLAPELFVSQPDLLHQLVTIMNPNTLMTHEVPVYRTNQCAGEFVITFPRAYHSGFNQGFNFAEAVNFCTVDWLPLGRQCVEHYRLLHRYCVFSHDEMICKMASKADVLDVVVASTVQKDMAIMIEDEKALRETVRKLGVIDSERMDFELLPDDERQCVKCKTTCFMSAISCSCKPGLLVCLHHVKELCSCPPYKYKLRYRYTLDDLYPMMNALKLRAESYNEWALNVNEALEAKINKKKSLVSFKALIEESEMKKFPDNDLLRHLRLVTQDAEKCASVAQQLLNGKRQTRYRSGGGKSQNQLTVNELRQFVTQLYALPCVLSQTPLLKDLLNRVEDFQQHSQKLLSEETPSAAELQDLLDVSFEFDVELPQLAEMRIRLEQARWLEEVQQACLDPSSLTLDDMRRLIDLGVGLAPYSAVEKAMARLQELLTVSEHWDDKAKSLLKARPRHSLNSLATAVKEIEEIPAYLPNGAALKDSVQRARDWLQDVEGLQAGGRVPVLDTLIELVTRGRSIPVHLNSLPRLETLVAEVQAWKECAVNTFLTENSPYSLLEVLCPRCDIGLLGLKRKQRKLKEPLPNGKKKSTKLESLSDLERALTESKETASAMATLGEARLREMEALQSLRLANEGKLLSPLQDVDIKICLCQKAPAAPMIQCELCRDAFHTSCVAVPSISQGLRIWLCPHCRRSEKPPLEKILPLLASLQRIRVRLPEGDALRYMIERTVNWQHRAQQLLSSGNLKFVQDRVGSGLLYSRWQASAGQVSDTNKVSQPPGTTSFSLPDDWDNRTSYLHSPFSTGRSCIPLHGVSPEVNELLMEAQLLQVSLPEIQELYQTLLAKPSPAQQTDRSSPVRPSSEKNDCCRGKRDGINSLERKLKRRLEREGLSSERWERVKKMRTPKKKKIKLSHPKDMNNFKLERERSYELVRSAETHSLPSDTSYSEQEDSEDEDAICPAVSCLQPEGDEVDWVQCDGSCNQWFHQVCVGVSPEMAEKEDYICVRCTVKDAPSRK
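Inhibition is measured as reduced NADH fluorescence generation from FDH coupling to formaldehyde release. Truncated KDM5BΔAP at 200 nM final acts on H3K4me3 peptide (12.5 µM in substrate mix) in pH 7.5 HEPES buffer with Tween-20, 30 min, room temperature.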
* = called active by the depositor; ? = inconclusive; & = joins results of further samples; [ ] = dose if it differs, or a comment. Potency is the fitted concentration of half-maximal effect. Some of the compounds tested, so the mix of outcomes need not match the whole.

SMILES | KDM5B inh
CCOC(=O)c1c(C)c(C(=O)Nc2ccc(Br)cc2C)c(C)n1C | 8%
COCCn1c(SCC(=O)Nc2cc(C)c(Cl)cc2OC)nnc1-c1cccc(C)c1 | 2%
CCc1ccc(CNC(=O)c2ccc(NC(=O)N3CC(C)Sc4ccccc43)cc2)cc1 (stereo not drawn) | -13%
COc1ccc(-c2nccn3cc(C(=O)NCCc4ccccn4)nc23)cc1 | 25µM*
O=C(COc1ccc2ccc(=O)oc2c1)Nc1c(Cl)cccc1C(F)(F)F | ?
FC(F)(F)c1cnc(COc2cc(Cl)cc(Cl)c2)c(Cl)c1 | 24%
COc1ccc(NC(=O)N(C)[C@H]2C[C@H]3c4[nH]c5c(-c6cccc(C)c6)cccc5c4CCN3C(=O)[C@H]2[C@H](C)O)cc1 | ?
CNC(=O)c1c[nH]c2ccc(S(=O)(=O)Nc3cccc(Cl)c3C)cc2c1=O | ?
CNC(=O)c1nn(CC(=O)Nc2ccc(OC)cc2OC)c(=O)c2ccccc12 | 17%
CCNC(=S)N/N=C(/C)C1CCCCC1 | -2%
Cc1csc2nc(SCC(=O)Nc3ccccc3F)[nH]c(=O)c12 | ?
COC(=O)C(NC(=O)c1ccccc1)(Nc1nc(C2CC2)cs1)C(F)(F)F (stereo not drawn) | 6%
N=c1c(C(=O)NCCN2CCOCC2)cc2c(=O)n3ccccc3nc2n1CCCN1CCOCC1 | ?
Cn1c(C=O)ccc1-c1ccc(Cl)cc1 | 2%
COc1ccc(CN2CCn3c(nn(-c4ccc([N+](=O)[O-])cc4)c3=O)C2)cc1 | 32µM*
COCCn1c2c(c(=O)n1-c1ccccc1)CCN(C(=O)c1cc3ccccc3n1C)C2 | -17%[86.2 µM]
O=C1CC(c2ccccc2)N(CC2CCCCC2)CCCCCCN1 (stereo not drawn) | 2%
CCOc1ccccc1C(=O)N1CCC2(CC1)NC(=O)N(Cc1ccccc1)C2=O | -19%
COc1ccc(S(=O)(=O)N2CCC(c3noc(-c4ccncc4)n3)C2)cc1 (stereo not drawn) | -10%
COc1ccccc1CNC(=O)c1cc2c(N3CCSCC3)nc(C)cn2n1 | 7.1µM*
C[C@H](c1ccccc1)N1C(=O)[C@@H]2CN(C(=O)CC(C)(C)CC(=O)O)CCN2C1=O | 9%[86.2 µM]
O=C(O)C[C@@H]1CCN(C(=O)Cc2ccccc2)C[C@@H]1CCN1CCN(c2ccccn2)CC1 | -16%
C/C(=N\NC(=O)c1cccs1)c1ccccc1 | 1%
Cc1noc(C)c1CN1CCc2nc(C(=O)NCCOc3ccccc3)oc2CC1 | -23%[86.2 µM]
COCCCn1c(SCC(=O)NC2CCCC2)nnc1-c1cccs1 | 35%
CN1CCN(Cc2cc(F)cc(Cl)c2)CC12CCNC(=O)CC2 (stereo not drawn) | -3%
C[C@@H]1OC(C2CCCCC2)N(C)[C@H]2C[C@H]3c4[nH]c5c(-c6ccc7c(c6)OCO7)cccc5c4CCN3C[C@@H]12 (stereo partly drawn) | ?
CCOc1ccc(CCNC(=O)CCSCc2cccc(Cl)c2)cc1OCC | -12%
CC(CN1CCN(Cc2ccccc2)CC1)OC(=O)c1ccco1 (stereo not drawn) | ?
CC(C)OCCCNC(=O)CC1=C2CCCCC2N(C(C)C)C1=O (stereo not drawn) | -9%
Cc1ccc(-c2nc3ccccc3[nH]c2=O)cc1 | ?
O=C(c1ccccc1OCC1CCCN(Cc2ccncc2F)C1)N1CCOCC1 (stereo not drawn) | -17%
O=C(OCC(=O)N(/N=C/c1ccccc1)c1cccc(C(F)(F)F)c1)c1cc(Cl)ccc1[N+](=O)[O-] | -12%
CCN1CCN(CC(=O)NCc2cc(N3CCOCC3)ncn2)CC1 | 5%
Cn1cccc1C(=O)N1CCn2c(nnc2[C@@H]2C[C@@H](O)CN2Cc2ccccc2)C1 | -4%
CCS(=O)(=O)N1CC(=O)N(Cc2ccccc2Cl)C(C)(C(=O)NCc2ccccc2OC)C1 (stereo not drawn) | 19%
CC(=O)c1ccc(S(=O)(=O)N2CCC(Oc3ccc(-n4cnnn4)cc3)CC2)cc1 | -7%
O=C(COc1ccc(F)cc1F)N1C[C@H]2CC=CC[C@H]2C1 | 9%
CCc1nccn1CCC(=O)N1CCc2c([nH]c3ccccc23)C1CC(C)C (stereo not drawn) | ?
CCOc1ccc(C(=O)N(CC(=O)Nc2cccc(C)c2C)CC2CCCO2)cc1OC (stereo not drawn) | -10%
Cc1noc2c(Nc3ccc(C(N)=O)cc3)cc(-c3ccc(F)cc3)nc12 | 16µM*
Cc1ccc(S(=O)(=O)N2[C@@H]3CC[C@H]2CC(NC(=O)c2ccncc2)C3)c(C)c1 (stereo partly drawn) | 5%
O=C(CN1C(=O)c2ccccc2C1=O)NC1CCCCCC1 | 5%
CCN(c1ccccc1)c1nnc(NC(=O)Nc2ccccc2OC)s1 | 0%
CCN1c2cc(C(=O)Nc3cccc(C(F)(F)F)c3)ccc2C(=O)N2CCCCCC21 (stereo not drawn) | ?
CSc1ccccc1NC(=O)c1cnc(-c2ccc(C)cc2)nc1-c1ccncc1 | ?
CSC1=N/C(=C\c2ccc(I)o2)C(=O)S1 | -32%
COC(C(=O)Nc1ccnn1C1CCN(Cc2nccs2)CC1)c1ccccc1 (stereo not drawn) | 0%
CCn1cnnc1CC1CCN(C(=O)c2ccccc2)CC1 | -14%
COCC1CN(C(C)=O)CC12CCN(C(=O)C1CC=CCC1)CC2 (stereo not drawn) | 2%
COc1ccc(N2CCN(C(=O)C(C)n3nc(C)c4sc5ccccc5c4c3=O)CC2)cc1 (stereo not drawn) | -3%
COc1cccc(/C=C/C(=O)Oc2ccc(Br)cc2)c1 | -26%
CCOc1ccc(CNC(=O)CSc2c3c(nc4cc(Cl)ccc24)CCCC3)cc1 | -5%
O=C(NCC1CCCCC1)c1ccncc1 | 17%
CN(C)S(=O)(=O)c1ccc(Cl)c(NC(=O)CN2C(=O)NC3(CCCC3)C2=O)c1 | 1%
Cc1ccccc1N(C)C1CN(Cc2cccnc2)C1 | -5%[149 µM]
CCCNC(=O)CCc1c(C)nc2c(-c3ccccc3)c(C)nn2c1C | 1%
CCCCc1ccc(NC(=O)Cn2nnc3sc4c(c3c2=O)CCC(C)C4)cc1 (stereo not drawn) | -24%
COCCCNC(=O)CSc1nc2cc3c(cc2c(=O)n1CCCCCC(=O)NCc1ccc2c(c1)OCO2)OCO3 | 3%
CN(C)C(C(=O)N1CCN(C2CCCC2)C(=O)C1)c1cccc(F)c1 (stereo not drawn) | -5%

An excerpt from above in order of length of the SMILES, ascending.
SMILES | KDM5B inh
O=C(NCC1CCCCC1)c1ccncc1 | 17%
Cc1ccccc1N(C)C1CN(Cc2cccnc2)C1 | -5%[149 µM]
CCn1cnnc1CC1CCN(C(=O)c2ccccc2)CC1 | -14%
COc1cccc(/C=C/C(=O)Oc2ccc(Br)cc2)c1 | -26%
CCN(c1ccccc1)c1nnc(NC(=O)Nc2ccccc2OC)s1 | 0%
COCC1CN(C(C)=O)CC12CCN(C(=O)C1CC=CCC1)CC2 (stereo not drawn) | 2%
CCCNC(=O)CCc1c(C)nc2c(-c3ccccc3)c(C)nn2c1C | 1%
COC(C(=O)Nc1ccnn1C1CCN(Cc2nccs2)CC1)c1ccccc1 (stereo not drawn) | 0%
CN(C)C(C(=O)N1CCN(C2CCCC2)C(=O)C1)c1cccc(F)c1 (stereo not drawn) | -5%
CCCCc1ccc(NC(=O)Cn2nnc3sc4c(c3c2=O)CCC(C)C4)cc1 (stereo not drawn) | -24%
CCOc1ccc(CNC(=O)CSc2c3c(nc4cc(Cl)ccc24)CCCC3)cc1 | -5%
CCN1c2cc(C(=O)Nc3cccc(C(F)(F)F)c3)ccc2C(=O)N2CCCCCC21 (stereo not drawn) | ?
COc1ccc(N2CCN(C(=O)C(C)n3nc(C)c4sc5ccccc5c4c3=O)CC2)cc1 (stereo not drawn) | -3%
CN(C)S(=O)(=O)c1ccc(Cl)c(NC(=O)CN2C(=O)NC3(CCCC3)C2=O)c1 | 1%
Cc1ccc(S(=O)(=O)N2[C@@H]3CC[C@H]2CC(NC(=O)c2ccncc2)C3)c(C)c1 (stereo partly drawn) | 5%
COCCCNC(=O)CSc1nc2cc3c(cc2c(=O)n1CCCCCC(=O)NCc1ccc2c(c1)OCO2)OCO3 | 3%

Following part
SMILES | KDM5B inh
CCOC(=O)C1CCN([C@H]2CS(=O)(=O)C[C@@H]2S(=O)(=O)c2ccc(F)c(C)c2)CC1 | 11%
CCOCCCNC(=O)N1C[C@@H](Oc2cccnc2)C[C@@H]1C(=O)NC | 19%
COc1ccc(NC(=O)Cn2c(C)cc3nc4n(c(=O)c32)CCCCC4)c(OC)c1 | -2%
Cc1[nH]c2ccccc2c1C1(O)C(=O)Nc2ccc(Cl)cc21 (stereo not drawn) | -20%
Cn1nc(C(C)(C)C)c(NC(=O)c2ccc(F)cc2)c1C(C)(C)C | 12%
COc1ccc(CN[C@@H]2CO[C@H](CNC(=O)NC(C)C)[C@H]2O)cc1 | 48%[activator][86.2 µM]
CS(=O)(=O)N1N=C(c2ccc(Cl)cc2)CC1c1ccccc1 (stereo not drawn) | 16%
O=C(NCCc1ccc(Cl)cc1)c1nc(-c2ccc(Cl)cc2)c2ccccn12 | 25µM*
Cc1oc(C(O)c2ccccc2F)nc1C(=O)Nc1ccc(C(N)=O)cc1 (stereo not drawn) | 4%[86.2 µM]
COc1ccc(CNC(=O)Cn2nnc(-c3ccc(C(F)(F)F)cc3)n2)cc1 | 4%
COc1ccccc1C(=O)N1CC(Oc2ccc(F)cc2F)C1 | 20%[149 µM]
CC1(C(=O)NCc2cnccn2)CN(Cc2ccccc2)Cc2ccc(Nc3ccccc3)nc21 (stereo not drawn) | ?
Cc1ccc(CNC(=O)c2ccc(CS(=O)Cc3cccc(Cl)c3)o2)cc1 (stereo not drawn) | -27%
O=C(CN1C(=O)CCc2cc(S(=O)(=O)N3CCOCC3)ccc21)Nc1cccc(C(F)(F)F)c1 | -8%
NCC(=O)N1CCC(n2nccc2NC(=O)c2cccc(F)c2)CC1 | ?
Cc1ncc(C(=O)NCc2ccc3[nH]c(-c4ccccc4F)c(C)c3c2)c(C)n1 | 20µM*
Cc1cc(C(=O)N[C@@H]2CN(Cc3cccnc3)C[C@H]2CN(C)C)no1 | -1%
CC1CCC(NC(=O)CN2C(=O)NC3(CCS(=O)(=O)CC3)C2=O)CC1 (stereo not drawn) | 6%
CCOC(=O)c1ccc(-n2c(CN3CCOCC3)nc3ccc([N+](=O)[O-])cc3c2=O)cc1 | 8%
CCOc1ccccc1CN1CCCC12Cc1ccccc1CNC2=O (stereo not drawn) | 14%[115 µM]
O=C1NCCCCCCN(C(=O)c2cc(C3CC3)[nH]n2)[C@H]2CCCC[C@@H]12 | ?
COc1ccc(CN2C(=O)CO[C@H](c3ccc(NS(=O)(=O)c4ccccc4)cc3)[C@H]2CO)cc1 | 1%
Cc1ccc(Cl)cc1-n1ncc2c(Nc3cccc(C)c3C)ncnc21 | ?
CCO[C@H]1CN(C(=O)CCS(=O)(=O)c2ccccc2)C[C@@H]1O | 26%
COc1ccc(C(=O)N[C@@H]2CCC[C@@H]2C(=O)NCCOc2ccccc2OC)cc1 | -1%
CC(=O)NCc1ccc(-c2csc(Nc3cccc(C(F)(F)F)c3)n2)o1 | ?
Cc1ccc(CNc2nc3ccccc3nc2NS(=O)(=O)c2ccccc2)cc1 | -21%
O=C(CCC1CCCN(Cc2cccn2-c2ccccn2)C1)Nc1ccccc1F (stereo not drawn) | -28%
Cc1ccc2nc(N(Cc3cccnc3)C(=O)C3CCCCC3)sc2c1 | -16%
CCc1cnc2c(c1SCC(=O)NCc1ccc(F)cc1)c(=O)n(C)c(=O)n2C | -7%&-7%
CCc1ccc(CNc2ncncc2-c2nc(-c3ccccc3)no2)cc1 | 28µM*
CC(C)N(CC1CC1)C(=O)CC1COc2ccc(C(=O)N(C)C)cc2N1C (stereo not drawn) | ?
O=C(N/N=C/c1c[nH]c2ccccc12)c1csc2ccccc12 | -23%
CCn1c(CO)nnc1C1CC(NC(=O)Cc2c[nH]c3ccccc23)C1 (stereo not drawn) | 17%
CO[C@H]1[C@H](NC(=O)Cc2ccccc2)c2ccccc2C12CCN(C(=O)COc1ccccc1)CC2 | -6%
Cc1nnc(NC(=O)c2cc(=O)c3cc(C)c(C)cc3o2)s1 | 15%
CN(C)/C=C1\C=C2C(=O)c3ccccc3N2C1=O | 0%
O=C(NCc1cccnc1)C1CN(S(=O)(=O)c2cccs2)CC12CCCCC2 (stereo not drawn) | 28%
COC(=O)CNC(=O)C1CCN(C(=O)C2CN(c3ccc(OC)cc3)C(=O)N2)C1 (stereo not drawn) | -1%
CCN(Cc1ccncc1)C(=O)[C@@H]1C[C@@H](O)CN1C1CCN(C(=O)c2cccc(OC)c2)CC1 | -30%
Cc1c(CCNC(=O)Cc2ccccc2)sc2nc(-c3ccc(F)cc3)nn12 | -13%
O=C(c1cn2cc(-c3ccccc3Cl)n(CC3CC3)c(=O)c2n1)N1CC[C@@H](O)C1 | 3%
C/C(=N/NC(=O)c1cccs1)c1ccc(Br)cc1 | 16%
O=C(N[C@H]1CO[C@H]2[C@@H]1OC[C@@H]2Nc1nccc(-c2cccc(F)c2)n1)c1cccs1 | 35µM*
Cc1nc2nc(C)c(NC(=O)Nc3ccccc3C(F)(F)F)c(=O)n2[nH]1 | 14%
Cc1nn(Cc2c(F)cccc2Cl)c(=O)c2ccccc12 | 4%
COc1cccc(NC(=O)N[C@H]2[C@H](O)[C@@H](N3CCN(c4ccccc4)CC3)[C@@H]3OC[C@H]2O3)c1 | -4%
COCCOc1ccc2c(n1)CCN(C(=O)Cc1ccc(F)cc1)C2 | ?
CCC1CCCCN1C(=O)CSc1nc(-c2ccc(OC)cc2)cc(C(F)(F)F)n1 (stereo not drawn) | ?
CCC(=O)Nc1ccc(-c2nnc3c4ccccc4c(C)nn23)cc1 | -1%

Assay outcomes as filed in PubChem BioAssay.
